NS5 inhibitors – flavivirus cap methylation enzyme inhibition – biochemical, confirmation dose response, primary screen (AID 588689) | one-dose inhibition, % at 25 µM; IC50 in µM for titrated hits | 340,000 compounds, 0.3% hits | Dengue-2 NS5 methyltransferase capping enzyme assay, biochemical; higher % means a stronger effect; in the data active = a potency from the dose series; inconclusive = inhibition above about 29% without an active follow-up result
HIV peptide binding – cell-free HIV fusion peptide-binding blockers – biochemical, uHTS, fluorescence dequenching, primary screen (AID 1986) | cell-free peptide binding, fluorescence dequenching, 30 min; higher % means a stronger effect | inhibition, % at 20 µM; hits with a dose series show IC50 in µM | 290,000 compounds, 0.3% hits; in the data active = inhibition mostly above about 52%, no sharp cut-off; inactive = mostly below about 76%; also: some results filed as inactive read as strong as hits
KOR beta-arrestin-1 – KOR antagonists, beta-arrestin recruitment, cell-based, luminescence, uHTS (AID 1778); 290,000 compounds, 0.091% hits; KOR beta-arrestin recruitment, luminescence, antagonist mode; higher % means a stronger effect; one-dose inhibition, % at 10 µM; IC50 in µM for titrated hits; in the data active = inhibition above about 50%; also: strong numbers were not always called active
KOR beta-arrestin-2 – kappa opioid receptor activators – cell-based, luminescence, uHTS, primary screen (AID 1777). activation, % at 10 µM, or EC50 in µM where a hit was titrated. KOR beta-arrestin recruitment, luminescence; higher % means a stronger effect. 280,000 compounds, 0.02% hits; in the data active = activation above about 50%, passing the limit was not always enough; also: a part of the inactive calls stands beside numbers as strong as those of hits
West Nile antiviral – inhibition of WNV-induced cytopathic effect – cell-based, CPE readout (AID 1621); 290,000 compounds, 0.02% hits; one-dose CPE inhibition, % at 10 µM; IC50 in µM for titrated hits; West Nile virus-infected cells, CPE inhibition; higher % means a stronger effect; in the data active = a potency from the dose series; inconclusive = CPE inhibition mostly from about 3.7% at the one dose, without a potency; inactive = the rest, 99 in 100 with CPE inhibition below about 2.2%; also: strong numbers were not always called active
GPR55 beta-arrestin – selective activators of receptor GPR55 – imaging, U2OS cells, beta-arrestin-GFP redistribution, primary screen (AID 1961); activation, % at 10 µM, or EC50 in µM where a hit was titrated; 290,000 compounds, 0.048% hits; U2OS GPR55 beta-arrestin-GFP redistribution imaging; higher % means a stronger effect;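 active = activation above 40% with more than 50 cells counted in the well; inconclusive = wells holding fewer than 50 cells, flagged as toxic or sparse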;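 also: U2OS osteosarcoma cells stably expressing GPR55 and beta-arrestin-GFP; plate controls were DMSO negative control for no effect and LPI positive control for full effect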
GPR35 arrestin U2OS – GPR35 antagonists blocking zaprinast-driven arrestin recruitment, primary screen, imaging, U2OS, beta-arrestin-GFP, zaprinast agonist (AID 2058); inhibition, % at 10 µM, or IC50 in µM where a hit was titrated; U2OS GPR35 beta-arrestin-GFP translocation imaging, zaprinast antagonism; higher % means a stronger effect; 290,000 compounds, 0.052% hits;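 active = inhibition of at least 50% with at least 30 cells and total cytoplasm GFP at most 10,000,000; inconclusive = under 30 cells or total GFP of 10,000,000 plus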
NOD1 NF-kB reporter – NOD1 signaling inhibitors, primary screen, cell-based, luminescence, uHTS (AID 1578). NOD1-driven NF-kB luciferase reporter cells, luminescence; higher % means a stronger effect. one-dose inhibition, % at 4 µM; EC50 in µM for titrated hits. 290,000 compounds, 1% hits; in the data active = inhibition mostly above about 36%, no sharp cut-off; inactive = mostly below about 34%;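 also: HEK-293T reporter cells stimulated with the NOD1 agonist gamma-tri-DAP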
GPR55 LPI antagonism – inhibition of LPI-stimulated GPR55 beta-arrestin translocation – imaging, U2OS, beta-arrestin-GFP, LPI agonist, primary screen (AID 2013). U2OS GPR55 beta-arrestin-GFP translocation imaging, LPI antagonism; higher % means a stronger effect. inhibition, % at 10 µM, or IC50 in µM where a hit was titrated. 290,000 compounds, 0.13% hits;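 active = spots per cell inhibited over 60%, with over 100 cells counted and total cytoplasm intensity under 500,000; inconclusive = wells with under 100 cells, flagged as likely toxic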;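 also: U2OS cells stably carrying GPR55 and arrestin-GFP stimulated by 5 µM LPI near EC80; imaged beta-arrestin-GFP aggregate spots per cell after agonist stimulation; plate controls were LPI-stimulated DMSO wells for no effect and DMSO wells without LPI for full effect; some results filed as inactive read as strong as hits; confirmed hits need IC50 under 10 µM and bright autofluorescent wells are also inconclusive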
NS5 inhibitors pilot replicate – second read-out of NS5 inhibitors, no call of its own (marks repeat the call); inhibition, %; measured here: pilot screen replicate inhibition
* = called active by the depositor; ? = inconclusive; . = not tested or not shown; [ ] = another dose, or the depositor's remark.

SMILES | NS5 inhibitors | HIV peptide binding | KOR beta-arrestin-1 | KOR beta-arrestin-2 | West Nile antiviral | GPR55 beta-arrestin | GPR35 arrestin U2OS | NOD1 NF-kB reporter | GPR55 LPI antagonism | others
CCc1nnc(NC(=O)CN2CCCC(C)C2)s1 (stereo unspecified) | . | 1.6% | -43%[20 µM] | 2.5% | 0.1% | -0.1% | -2% | 9% | 12%
CCN(CC)c1cc(C)c2ccccc2n1 | -15% | -2.2% | -27% | 1.7% | 0.1% | 0.8% | 4% | -39% | 12%
Cn1cnc2c1c(=O)n(CC(O)CO)c(=O)n2C (stereo unspecified) | 4% | -0.8% | 18% | -2.1% | 0.2% | -0.2% | -24% | 9% | -5%
Cc1cnc(NC(=O)CN2CCN(c3ccccn3)CC2)s1 | -7% | -0.1% | -37% | -2.3% | . | -0.1% | 5% | -5% | 0%
O=C(O)CCCCCNC(=O)Nc1ccc2c(c1)OCCO2 | -1% | -1.9% | 19% | 1.1% | 0.7% | -0.1% | -1% | -16% | 5%
Cc1cc(O)ccc1NC(=O)CCN1C(=O)c2ccc([N+](=O)[O-])cc2C1=O | 2% | -3.8% | -11% | 0.9% | 0.7% | -0.3% | . | 13% | 7%
CCc1nnc(NC(=O)CCC(=O)N2CCN(c3cccc(Cl)c3)CC2)s1 | -3% | -0.6% | -13% | -3.3% | -1.0% | -0.2% | 0% | -27% | 5%
C=CCNC(=O)c1ccncc1 | -3% | -2.7% | 2% | 9.4% | -0.3% | -1.0% | -14% | -16% | -5%
CC1(C)COCN1S(=O)(=O)c1ccc(C(=O)Nc2nnc(-c3ccc(Cl)s3)o2)cc1 | . | 8.5% | 19% | -3.9% | . | -0.5% | -11% | -18% | 4%
Cc1nc2cc(NC(=O)NCc3ccccc3)ccc2o1 | -8% | -1.3% | -34% | 5.0% | . | 0.3% | -1% | -39% | 15%
COc1cc(OC)cc(-c2cc3nc(C)c(CCC(=O)NC(C)CCc4ccco4)c(C)n3n2)c1 (stereo unspecified) | -1% | 1.6% | 39% | -3.0% | 0.1% | -0.1% | -5% | 0% | 14%
COCCOC(=O)C1=C(C)N=c2s/c(=C\c3cccs3)c(=O)n2C1c1cccs1 (stereo unspecified) | 0% | 0.8% | 18% | -0.3% | -0.4% | 0.1% | -6% | 43% | -9%
CC(Sc1ccccn1)C(=O)Nc1ccccc1 (stereo unspecified) | -3% | -1.6% | 12% | -1.2% | -0.3% | -0.2% | -4% | . | 7%
CC1CCCC(NC(=O)COC(=O)Cc2cn3ccsc3n2)C1C (stereo unspecified) | -4% | 8.3% | -23% | -0.7% | -0.3% | -0.2% | 7% | 7% | 3%
Cn1cc(Br)c(C(=O)NNC(=O)c2ccccc2)n1 | -6% | -1.5% | -4% | -1.3% | 0.2% | 0.1% | 20% | -13% | -2%
CC(C)[C@H](NC(=O)C1CCN(S(=O)(=O)c2ccc(F)cc2)CC1)C(=O)NCc1ccncc1 | -9% | 0.5% | -10% | 1.2% | -0.3% | -0.1% | -21% | -30% | 14%
CS(=O)(=O)N1CCC(C(=O)Nc2cc(Cl)c(Cl)cc2Cl)CC1 | 7% | -1.6% | -5%[20 µM] | 13% | -0.2% | 0.3% | 1% | . | -8%
Cc1cc(Br)c2c(c1)/C(=C/C(=O)c1cccs1)C(=O)N2 | -2% | -1.9% | -68% | 0.7% | -0.6% | -0.1% | 16% | -24% | 1%
N#CC(/C(=N/S(=O)(=O)c1cccs1)c1ccccc1)c1nc2ccccc2[nH]1 (stereo unspecified) | -2% | 3.2% | -29% | -0.8% | . | -0.1% | 15% | 45% | -1%
COc1ccc(-n2c(SCC(=O)NCCC(C)C)nc3ccsc3c2=O)cc1 | -3% | 1.5% | -23% | 0.9% | -0.5% | 0.1% | 15% | -27% | 3% | NS5 inhibitors pilot replicate=4.3
O=C(C(=O)N1CCOCC1)c1cn(CC(=O)N2CCc3ccccc3C2)c2ccccc12 | -3% | 0.1% | 13% | -1.4% | -0.5% | -0.2% | -8% | -15% | -3%
Cc1n[nH]c(=S)n1-c1ccc(Cl)cc1 | -9% | -2.4% | -3%[20 µM] | . | -0.2% | 0.2% | 5% | -14% | 5%
Cc1cc(C)nc(NS(=O)(=O)c2ccc(NC(=O)c3ccc(S(=O)(=O)N4CC(C)OC(C)C4)cc3)cc2)n1 (stereo unspecified) | -2% | 0.4% | -20% | 0.0% | 0.8% | -0.2% | 0% | 12% | -13%
Cc1ccc(N2CCN(C(=S)c3ccc(-c4ccccc4[N+](=O)[O-])o3)CC2)cc1 | 11% | -0.6% | -27% | 2.5% | 0.0% | 0.4% | -3% | 2% | -2%
CC(C)CC(C(=O)Nn1cnnc1)N1C(=O)c2ccccc2C1=O (stereo unspecified) | 1% | 16% | -41% | -1.9% | -0.7% | 0.3% | 2% | 3% | 4%
O=C1CSC(=S)N1c1ccc(F)c(Cl)c1 | -8% | -0.4% | 23% | -3.2% | 0.0% | -0.1% | -5% | 27% | 11%
CC(C)(C)C(=O)Nc1ccc(-c2cn3ccsc3n2)cc1 | -13% | 2.3% | -10% | -1.1% | . | -0.1% | 15% | -35% | 10%
NCCCSC1=NCCCN1 | -2% | -2.4% | 18% | 2.0% | 0.3% | -0.1% | -2% | 17% | 2%
O=C(c1ccccc1)c1cc[n+]([O-])cc1 | 1% | 1.2% | -34% | 14% | 0.6% | -0.4% | 4% | 34% | 1%
Cc1cc(S(=O)(=O)N(Cc2ccc(F)cc2)CC2CCCO2)ccc1-n1cnnn1 (stereo unspecified) | -6% | 0.4% | -9% | 6.3% | -0.8% | 1.1% | 14% | 4% | 2%
CCCC(c1nnnn1CS(=O)(=O)c1ccc(C)cc1)N1CCN(c2ccccc2)CC1 (stereo unspecified) | -4% | -0.5% | 18% | -2.7% | -0.8% | -0.1% | 6% | -1% | 11%
N/C(=N\c1nc2ccccc2o1)NC(=O)c1ccc(F)cc1 | 6% | 1.6% | 3% | 0.4% | ? | 0.0% | 16% | -112% | 24%
CN(C)C(=O)c1c(NC(=O)c2ccccc2)sc2c1CCC2 | -8% | 0.2% | -17% | -3.0% | -0.3% | 0.4% | -1% | 10% | 2% | NS5 inhibitors pilot replicate=1.2
COc1ccc(CN2CCCC(C(=O)N3CCCC3)C2)cc1 (stereo unspecified) | -3% | 2.2% | -7% | 2.0% | -0.8% | 0.3% | 3% | -42% | 20% | NS5 inhibitors pilot replicate=-1.2
COc1ccc(S(=O)(=O)NCC2CCCO2)cc1C(=O)O (stereo unspecified) | -11% | -2.0% | 33% | -3.3% | 0.1% | -0.1% | -3% | 8% | 9%
Cc1ccc(Nc2ncnc3c2cnn3C)cc1 | 0% | 1.0% | -27%[20 µM] | 1.7% | 0.1% | -0.1% | 6% | -25% | -2%
COc1ccc(-c2nc(CS(=O)(=O)CC(=O)NCc3ccc4c(c3)OCO4)c(C)o2)cc1 | -4% | 0.8% | -22% | 5.3% | 2.7% | 0.0% | -3% | -23% | 2%
CCN(c1ccccc1)S(=O)(=O)c1ccc(C(=O)Nc2nnc(-c3ccco3)o2)cc1 | -1% | 31% | 10% | -1.8% | -0.9% | 1.0% | 10% | 20% | 11%
CCCC(=O)Nc1nnc(SCC(=O)Nc2nc(C)cs2)s1 | 1% | -1.0% | 2% | -4.8% | -0.1% | 0.0% | -12% | -17% | 15%
CC1=C(C(=O)Nc2ccccn2)C(c2ccc(N(C)C)cc2)n2ncnc2N1 (stereo unspecified) | -6% | -2.2% | 1% | 1.7% | 0.9% | -0.3% | 2% | -2% | 27%
Cc1ccc(NC(=O)Cn2nnc(-c3ccc4c(c3)OCO4)n2)cc1F | -3% | 1.8% | -7% | -0.8% | -0.1% | -0.1% | 6% | -36% | 0%
CCN(CC)CCNC(C(=O)Nc1cccc(C(C)=O)c1)c1ccccc1 (stereo unspecified) | -11% | 0.0% | -14% | -4.3% | 0.7% | -0.6% | -8% | 6% | -2%
C(=C\c1ccccc1)/C=N/N1CCN(c2ccccn2)CC1 | -5% | -3.3% | 35% | -5.0% | 0.0% | -0.4% | 4% | -3% | -3%
CC(C)CCNc1nc(N2CCCC2)c2c(c1C#N)CCN(C)C2 | 14% | 1.7% | -26% | -2.2% | -1.1% | 0.0% | 3% | -4% | 26%
CC(C)[C@H](NC(N)=O)C(=O)NCCc1ccc(Cl)cc1 | -5% | -1.9% | 8%[20 µM] | -2.3% | -0.5% | 0.3% | 2% | -14% | -1%
COC(=O)c1ccc(NC(=O)COc2ccc(S(=O)(=O)N3CCCCC3)cc2)cc1 | 4% | -0.4% | -6% | -5.1% | 0.1% | -0.1% | -5% | -17% | -11%
O=C(Cc1ccc([N+](=O)[O-])cc1)N1CCCc2ccccc21 | -10% | -1.7% | 11% | -6.6% | -1.1% | 0.1% | -16% | -28% | 15%
Cc1c(NC(=O)c2cc(-c3ccc(Cl)cc3)on2)c(=O)n(-c2ccccc2)n1C | -1% | 0.3% | -22% | 2.0% | -0.3% | -0.2% | -1% | -20% | -7%
CCOC(=O)c1c(C)oc2ccc(OC(=O)N3CCOCC3)cc12 | 0% | 0.1% | 2% | -2.4% | 0.2% | 0.2% | 6% | . | -1%
CCn1ccnc1CNC(=O)CC1C(=O)NCCN1Cc1ccc(F)cc1Cl (stereo unspecified) | -7% | 7.4% | -10% | 6.5% | 0.3% | -0.2% | -15% | -11% | -29%
COc1ccc(C(=O)NC2=NCCS2)c(OC)c1 | 5% | -0.3% | 4%[20 µM] | -6.3% | -0.8% | 0.3% | 4% | -50% | 14%
Clc1cccc(Oc2cnns2)c1Cl | 3% | -0.2% | -34% | 0.1% | 0.0% | 0.0% | -1% | -9% | 11%
Cc1cc(N2C(=O)C(=O)/C(=C(/O)c3ccc(Cl)cc3)C2c2cccc(Br)c2)no1 (stereo unspecified) | 25% | 42% | 1% | 3.3% | 0.1% | 0.0% | 1% | . | 23%
COC(=O)Cn1ccc2cc(S(=O)(=O)N3CCCCC3)ccc21 | -11% | 0.5% | 10% | -0.7% | 1.1% | -0.2% | -3% | -6% | 6%
O=c1[nH][nH]cc1C=Nc1ccccc1Cl | -6% | -0.4% | 16% | -2.8% | 0.0% | 0.6% | 2% | -26% | 5%
CC1C(=O)CCN(C(C)(C)C)C1C (stereo unspecified) | -2% | 0.2% | 26% | -3.8% | -0.3% | -0.1% | 12% | -9% | 8%

Assay outcomes as filed in PubChem BioAssay.

This is a subset. The share of hits here may be higher or lower than overall.
